LYPLA1 inh: counter-screen for PME1 inhibitors: inhibitors of human LYPLA1 | O75608 | recombinant LYPLA1, FP-Rh probe fluorescence polarization | inhibition, % at 5.9 µM | hit rate 0.16% among 320,000 | AID 2174;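 active = inhibition above the mean of all tested compounds plus 3 SD, set per campaign, cut at about 14% in these data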;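 also: inhibitors block serine hydrolase probe labeling of LYPLA1 so polarization falls; 0% = enzyme with DMSO and 100% = wells lacking LYPLA1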
Target sequence (O75608 whole entry, looked up): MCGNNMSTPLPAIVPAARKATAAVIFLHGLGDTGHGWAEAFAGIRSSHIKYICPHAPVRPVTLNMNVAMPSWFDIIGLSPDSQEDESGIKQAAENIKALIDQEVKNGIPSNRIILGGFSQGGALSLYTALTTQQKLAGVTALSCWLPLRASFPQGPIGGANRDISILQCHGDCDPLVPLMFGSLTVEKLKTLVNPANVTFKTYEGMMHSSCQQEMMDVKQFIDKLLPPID
GSTO1 counter: blocks human GSTO1 in RBBP9 counter-screen. hit rate 1.1% among 300,000. P78417. recombinant GSTO1, activity-based probe fluorescence polarization. inhibition, % at 5.96 µM;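 active = inhibition above the campaign mean inhibition plus 3 SD, cut at about 35% in these data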;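 also: 0% = GSTO1-1 with DMSO and 100% = wells lacking GSTO1-1 enzyme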
PAFAH2 inh: inhibitors of human PAFAH2; Q99487; recombinant PAFAH2, FP-rhodamine activity probe, fluorescence polarization; inhibition, % at 3.39 µM; hit rate 0.99% among 340,000;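 active = inhibition above the mean over all tested compounds plus 3 SD, cut at about 30% in these data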;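 also: inhibitors block probe labeling of enzyme so polarization drops; 0% = enzyme with DMSO and 100% = wells lacking PAFAH2 protein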
PREPL inhibitor: human PREPL enzyme inhibition; recombinant PREPL, fluorescence polarization activity-based probe; inhibition, % at 5.96 µM; hit rate 0.68% among 320,000; in the data active = inhibition above about 43%;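 also: 0% = enzyme with DMSO and 100% = wells lacking enzyme; many of its hits are not listed in these tables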
PAFAH1B3 FP inh: blocks human PAF acetylhydrolase 1B catalytic subunit 3 | inhibition, % at 3.39 µM | Q15102 | AID 492972 | hit rate 0.28% among 340,000 | recombinant PAFAH1B3, FP-rhodamine probe, fluorescence polarization;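 active = inhibition above the screen-wide average of all tested compounds plus 3 SD, cut at about 25% in these data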;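 also: 0% = enzyme with DMSO only and 100% = wells lacking PAFAH1B3 protein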
LYPLA2 inh: blocks human lysophospholipase 2, a PME1 counter-screen | O95372 | recombinant LYPLA2, FP-Rh probe fluorescence polarization | inhibition, % at 5.9 µM | hit rate 0.38% among 320,000 | AID 2177;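 active = inhibition above the screen-wide mean plus 3 SD, limit set per campaign, cut at about 26% in these data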;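 also: 0% = LYPLA2 with DMSO and 100% = wells lacking LYPLA2 enzyme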
PAD4 inh: inhibitors of human PAD4 | Q9UM07 | recombinant PAD4, RCA probe fluorescence polarization | inhibition, % at 6.36 µM | hit rate 0.41% among 330,000;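 active = percent inhibition above a cutoff equal to the mean of all tested compounds plus 3 SD, cut at about 15% in these data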;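 also: 0% = PAD4 with RCA probe and DMSO and 100% = probe without PAD4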
pPAFAH FP inh: pPAFAH (human) enzyme inhibition; Q13093; recombinant pPAFAH, FP-rhodamine probe fluorescence polarization; inhibition, % at 3.39 µM; hit rate 1.5% among 330,000; AID 463082;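 active = inhibition above the mean inhibition across the screen plus 3 SD, cut at about 25% in these data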;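 also: inhibitors block binding of the rhodamine activity-based probe so polarization drops; 0% = enzyme with DMSO and 100% = wells lacking pPAFAH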
Target sequence (Q13093 whole entry, looked up): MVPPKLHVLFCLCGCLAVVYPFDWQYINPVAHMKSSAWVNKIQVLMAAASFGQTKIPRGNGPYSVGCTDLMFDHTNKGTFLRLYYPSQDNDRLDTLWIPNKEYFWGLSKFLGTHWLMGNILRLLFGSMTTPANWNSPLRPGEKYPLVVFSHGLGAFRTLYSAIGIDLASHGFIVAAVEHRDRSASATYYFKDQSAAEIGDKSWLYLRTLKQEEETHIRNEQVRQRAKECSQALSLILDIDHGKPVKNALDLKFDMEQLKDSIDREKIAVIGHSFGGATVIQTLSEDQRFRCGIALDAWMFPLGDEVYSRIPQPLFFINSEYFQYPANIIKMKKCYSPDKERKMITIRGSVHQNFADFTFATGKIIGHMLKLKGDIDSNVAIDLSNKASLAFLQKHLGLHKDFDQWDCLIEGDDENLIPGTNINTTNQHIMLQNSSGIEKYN
PAFAH1B2 FP inh: blocks human PAF acetylhydrolase 1b catalytic subunit 2. recombinant PAFAH1B2, FP-rhodamine activity probe, fluorescence polarization. inhibition, % at 3.39 µM. hit rate 1.2% among 340,000. AID 492953;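 active = inhibition above the mean of all tested compounds plus 3 SD, cut at about 24% in these data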;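 also: 0% = enzyme with DMSO and 100% = wells lacking PAFAH1B2; many of its hits are not listed in these tables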
Target sequence (P68402 whole entry, looked up): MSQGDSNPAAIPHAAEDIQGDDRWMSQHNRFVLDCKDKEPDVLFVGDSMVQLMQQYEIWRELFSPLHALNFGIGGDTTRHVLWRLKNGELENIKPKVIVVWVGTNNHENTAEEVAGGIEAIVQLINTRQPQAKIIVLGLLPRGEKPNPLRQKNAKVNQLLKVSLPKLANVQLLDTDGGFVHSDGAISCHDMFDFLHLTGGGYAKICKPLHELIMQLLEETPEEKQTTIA
Active calls of the source: *; . = not tested or not shown. This is a subset (hit frequency here may not be typical).

Every second line gives: pPAFAH FP inh, PREPL inhibitor, LYPLA1 inh, PAD4 inh, PAFAH1B2 FP inh, LYPLA2 inh, PAFAH2 inh, PAFAH1B3 FP inh, GSTO1 counter
1. COC(=O)c1c(NC(=O)C2C3CCC(O3)C2C(=O)O)sc2c1CCCCCC2 (centres undefined)
    6, 0, 2, 2, 50*, 5, 7, 8, -7
2. COC(=O)CNC(=O)c1cccc(-c2ccc(OC)cc2)c1
    2, 3, 0, 4, -3, -2, 9, 10, 5
3. Cc1c(C=O)c2ccccc2n1CCOc1ccccc1
    5, 15, 1, 3, 9, 9, -5, 4, -2
4. O=C(Cc1cccs1)Nc1cccc([N+](=O)[O-])c1
    15, 3, 0, -1, -4, 0, -2, -6, 3
5. CCc1ccccc1NC(=O)Nc1cccn(Cc2ccccc2F)c1=O
    3, 8, -7, 1, 6, 1, 0, 4, 0
6. c1ccc(C2=NN(c3ccccc3)C(c3ccco3)C2)cc1 (centres undefined)
    4, 23, 4, 2, 8, 11, 5, 9, -5
7. OC1CCCN(CC(O)COC(c2ccc(F)cc2)c2ccc(F)cc2)C1 (centres undefined)
    -4, 9, 0, 1, 7, -3, 8, 5, -3
8. CCOc1ccccc1NC(=O)CN1C(=O)COc2ccc(S(=O)(=O)N3CCOCC3)cc21
    1, 0, -2, 4, 3, -7, 3, 5, 6
9. CCOC(=O)c1c(-c2ccccc2Cl)csc1NC(=O)CSc1nc(C)cc(=O)[nH]1
    14, -27, -9, 1, 4, -17, 7, 3, -14
10. Cc1cc(C)cc(-n2ncc3c2CCCC3NC(=O)CCCn2cncn2)c1 (centres undefined)
    1, -1, -2, 2, 2, 5, 1, 9, 2
11. O=C(COc1ncnc2sccc12)Nc1ccc2c(c1)OCCO2
    -1, 12, -1, -3, 4, 0, -1, 2, 3
12. NC1=NC(=Nc2cccc(S(=O)(=O)N3CCOCC3)c2)c2ccccc21
    -2, 6, 0, -3, 4, 1, 0, 0, -9
13. CC(=O)Nc1ccc(N/C=C2/CCCC2=O)cc1
    0, 5, 1, 4, 9, 6, 6, 11, 9
14. COc1cc(-c2ccc3oc(-c4ccsc4)cc(=O)c3c2)cc(OC)c1OC
    3, -5, ., 3, -1, ., -14, -5, .
15. Cc1cc(C(=O)Nc2cccc(S(=O)(=O)N3CCCC3)c2)c2ccccc2n1
    -8, 10, -4, -3, 0, -2, -5, 3, .
16. Cc1nnc(SCC(N)=O)n1CCc1ccccc1
    14, 17, -3, 1, -1, -1, -4, 0, -5
17. COc1cc(C2CC(=O)Oc3cc(O)ccc32)cc(OC)c1OC (centres undefined)
    5, ., ., 2, 2, ., 8, 4, .
18. COc1ccc(CN2CCCC(C(=O)N(C)Cc3ccccc3)C2)cc1OC (centres undefined)
    -5, 3, 1, -4, -2, 0, -1, 2, 3
19. O=C(NN1CCOCC1)c1ccccc1
    0, 16, -1, 3, -4, -5, -3, 5, 0
20. CCOc1ccc(-n2c(=S)sc3c(=O)[nH]c(SCC(=O)NC(C)CC)nc32)cc1 (centres undefined)
    3, 4, 2, -4, 8, 5, 8, -2, -3
21. O=C(NCc1ccccc1)c1cc(-c2ccncc2)nc2ccccc12
    -1, 5, -1, 4, 4, 3, -15, 9, 6
22. COc1ccccc1CNC(=O)c1cccc(-c2ccc(C)c3ccccc23)n1
    7, -7, -3, -6, ., -10, ., ., 3
23. CCn1c(SCC(=O)c2[nH]c(C)c(C(C)=O)c2C)nnc1-c1cccs1
    1, 4, -2, -6, -1, -2, 4, 9, 4
24. COc1ccc(N/C=C/C(=O)c2cc(OC)c(OC)c(OC)c2)cc1
    5, 5, 1, 0, 7, 0, -13, 4, -3
25. O=C(CSc1nnnn1C1CCCCC1)Nc1cccc(NC(=O)c2ccco2)c1
    -1, -23, -7, 12, -2, -10, -5, -3, -5
26. NC(=O)c1ccc(NC(=O)CCN2C(=O)c3ccccc3C2=O)cc1
    1, -11, 2, 1, 5, 1, 2, 6, 30
27. CC[C@]12c3[nH]c4cc(CCC(=O)N(C)C)ccc4c3CCN1C(=O)[C@@H](CC(=O)NCc1ccc(OC)c(OC)c1)C[C@@H]2C(=O)N1CCN(C(=O)C2CC2)CC1
    -3, ., ., 3, 0, ., 0, 1, .
28. O=C(O)/C=C\C(=O)Nc1ccccc1C(=O)NCc1ccccc1
    1, 7, 7, 2, 2, 7, 1, 3, 4
29. CCOC(=O)C1CCN(C(=O)COC(=O)CNC(=O)c2ccc(C(C)(C)C)cc2)CC1
    7, 0, ., 0, 15, ., 8, 17, .
30. O=c1[nH]c(=O)n(Cc2ccccc2)c2c1CCC2
    -4, 23, -1, 0, -2, -2, -3, 13, -5
31. COC(=O)c1ccc(OCC(O)CN(CCO)CCO)cc1 (centres undefined)
    -3, 2, -2, 1, 1, 0, 4, 2, 4
32. CCN(CC)C(=O)Cn1c(=O)n(-c2ccccc2)c(=O)c2c3c(sc21)CCC3
    -1, 23, 1, -2, 0, 4, -3, 1, 7
33. NC(=O)COc1ccc(/C=C2\C(=O)ON=C2c2ccccc2)cc1
    -2, 2, -1, 4, 3, 1, 5, 6, .
34. Cc1nn(C)cc1CNC(=O)Nc1ccc(Cl)cc1
    4, -4, 1, -1, 5, 3, -4, 4, 13
35. CC1C(=O)NC(=O)C1c1ccccc1 (centres undefined)
    -1, 1, 3, 0, 2, 6, 8, 10, -2
36. COc1ccc(OC)c(C2C(C(=O)c3cc4ccccc4o3)=C(O)C(=O)N2c2cc(C)on2)c1 (centres undefined)
    10, 8, 3, -5, -1, 13, 14, 13, -2
37. CCn1c(CCNC(=O)c2ccc(F)cc2)nc2ccccc21
    6, -9, 6, 0, 6, 7, 5, 5, -1
38. CC1CC(C)CN(S(=O)(=O)c2ccc3oc(=O)ccc3c2)C1 (centres undefined)
    12, 9, 0, -2, 15, -1, -3, 2, 0
39. Cc1cc(C)c(NC(=S)NC(=O)c2c(Cl)c(C)nn2C)c([N+](=O)[O-])c1
    4, 1, -3, -1, -3, 11, -6, 7, -3
40. Cn1cnnc1SCC(=O)NC1CCCc2ccccc21 (centres undefined)
    3, -2, 0, 0, 5, -1, 6, 0, 7
41. O=C1S/C(=C\c2ccc(O)c([N+](=O)[O-])c2)C(=O)N1c1ccccc1Cl
    34*, 13, 8, -3, 3, 20, 27, 21, -20
42. COc1ccccc1/C=C/C(=O)OCC(=O)NC(=O)NC1CCCC1
    -2, -5, ., 1, 5, ., 58*, -6, .
43. NC(=O)c1ccsc1NC(=O)c1ccc(S(=O)(=O)N2CCCc3ccccc32)cc1
    -23, -13, -34, -4, -15, -61, -16, -16, -28
44. O=C(OCn1cncn1)c1ccc(Cl)cc1Cl
    2, -7, -2, 1, 7, -3, 8, 2, 3
45. CCN(CC(=O)Nc1ccc2c(c1)OCCO2)C(=O)CSCC(=O)Nc1ccc(C)cc1
    0, 2, 0, -5, 8, -7, 3, 21, 8
46. CCCCNC(=S)Nc1cc([N+](=O)[O-])ccc1C
    2, 8, 0, -2, 1, -2, 10, 0, 3
47. CCCc1ccc(-c2c(C)sc(NC(=O)c3ccnn3C)c2C#N)cc1
    18, 2, 1, -1, -1, 19, 2, -4, 6
48. COc1cc(NC(=O)CSc2nnc3ccccn23)cc(OC)c1
    4, -3, -2, 0, 1, 7, -1, 0, .
49. COC(=O)c1ccc(Sc2nnnn2-c2ccccc2)c([N+](=O)[O-])c1
    3, -5, 0, 2, 3, 2, 15, -1, 32
50. COc1ccc(CCNS(=O)(=O)c2cccs2)cc1
    16, -1, 0, 2, 15, 6, -5, -1, -1
51. CCN1CCN(C(=O)Nc2cccc(C(F)(F)F)c2)CC1
    3, 0, -3, 2, 7, -4, -1, 3, 1
52. COCCC(=O)Nc1c(-c2ccccc2)c2cc(Br)ccc2[nH]c1=O
    -5, -3, 1, -2, -1, 2, -2, 4, 9
53. O=C(NCCCCc1ccccc1)c1cc([N+](=O)[O-])cc([N+](=O)[O-])c1
    4, 11, 1, -2, 0, 5, -3, 6, 1
54. Cc1cc(-c2ccc(C)c(S(=O)(=O)N3CC(=O)Nc4ccccc43)c2)on1
    2, -4, -2, 0, 1, -2, 6, -1, -6
55. COC(=O)c1ccc(CN2CCCCC2)cc1
    0, 7, 2, -7, -3, 3, 11, 12, 2
56. CCOC(=O)N1CCN(C(=O)CSCC(=O)Nc2nc(-c3ccc4c(c3)OCO4)cs2)CC1
    9, 3, 1, 0, 3, 10, 9, 0, 0
57. CSc1ncccc1C(=O)OCC(=O)c1ccc(C)s1
    -1, 22, ., 6, 6, ., -1, 0, .
58. CC(=O)NC(Cc1ccccc1C)C(=O)NC1CCN(c2ncccc2[N+](=O)[O-])CC1 (centres undefined)
    3, 2, -5, 6, ., -1, ., ., 1
59. CC1=CC(=C(C#N)c2nc3ccccc3s2)C=C(C)N1c1ccc(F)cc1
    0, 14, -5, -5, 8, -2, -10, 7, 14
60. CCNc1nc(Oc2ccc(OC)cc2)cc(C(F)(F)F)n1
    33*, 3, -7, -2, -2, -7, 7, 8, 14

Other entries follow:
Every second line gives: pPAFAH FP inh, PREPL inhibitor, LYPLA1 inh, PAD4 inh, PAFAH1B2 FP inh, LYPLA2 inh, PAFAH2 inh, PAFAH1B3 FP inh, GSTO1 counter
61. CSCC[C@H](NS(=O)(=O)c1ccc(C)cc1)C(=O)N1CCC(C(=O)N[C@H](C(=O)O)c2ccccc2)CC1
    3, 0, 1, 0, 5, 4, 8, -1, 4
62. CC(C)c1ccc(S(=O)(=O)N2CCN(C(=O)C3CCCC3)CC2)cc1
    1, -3, 0, 0, 2, 6, -8, -9, 0
63. O=C(COC(=O)CNC(=O)c1ccc(Cl)cc1)Nc1cccc(S(=O)(=O)N2CCCC2)c1
    4, 10, 1, -6, 3, 2, 2, 9, -3
64. CC12CCC(C(=O)N3CCC(Cc4ccccc4)CC3)(C(=O)C1=O)C2(C)C (centres undefined)
    -1, 9, -4, -6, -1, -4, 5, 4, -1
65. CCSc1nc(-c2ccccc2)nc2c1CCCC2
    1, 12, -5, 2, 3, -2, 9, 10, 5
66. O=C(NNC1CC(=O)N(c2cccc(Cl)c2)C1=O)c1cccnc1 (centres undefined)
    3, 6, -1, 1, -2, -1, -5, 13, 0
67. CC(C)C12CN3CC(C(C)C)(CN(C1)C3c1ccc([N+](=O)[O-])o1)C2=O (centres undefined)
    4, 7, 1, 0, 4, 2, 0, -1, -7
68. S=C(N/N=C/c1ccccc1Cl)Nc1ccccc1
    2, -8, -2, 3, 0, -3, 0, 9, -3

Source: PubChem BioAssay
